Vif-A3G inh = Vif-A3G binding inhibition; Potency, µM (series often up to 46.1 µM), without a hit: at the top dose activity, negative = active, actives largely listed as inhibitors; HeLa A3G-eYFP + Vif (tagged APOBEC3G with the HIV-1 protein that degrades it), YFP fluorescence, overnight; hit rate 0.076% among 410,000; AID 602310; Q9HC16;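 further: potency means the concentration at half of the fitted maximal effect; on the % scale 0 is the no-effect control and ±100 the full control effect; nearly all actives have a fitted effect of over 60% in size; hits raise eYFP signal because A3G escapes Vif-driven loss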
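Read-out is eYFP fluorescence (Ex 488/Em 500-530) from Vif-expressing HeLa A3G-eYFP cells; more signal means A3G escaped Vif-mediated degradation. Cells plated overnight, compound pinned in, incubated overnight at 37 deg C.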
D2 PAM = positive allosteric modulators of human D2 dopamine receptor; P14416; AID 485347; hit rate 0.34% among 340,000; potentiation, % at 10 µM; HEK293 T-REx D2, calcium flux, EC20 dopamine potentiation;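 active means potentiation over 3 SD above the plate norm, cut at about 30% in these data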; further: 0% is about no effect
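Using a no-wash calcium dye in inducible, force-coupled HEK293 Trex cells expressing D2, we tracked fluorescence each second for 180 s after compound, then for 180 s after EC20 dopamine to detect augmented signalling.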
Vif-APOBEC3F blk = blocks the Vif interaction with APOBEC3F; HeLa A3F-eYFP + Vif (tagged APOBEC3F with the HIV-1 protein that degrades it), YFP fluorescence increase; Potency, µM (doses to about 46.1 µM), without a hit: at the highest dose activity, negative = active; hit rate 0.2% among 390,000; further: potency means the concentration at half of the fitted maximal effect; % of control where 0% means no effect; nearly all actives have a fitted effect of over 65% in size
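HeLa cells stably expressing Vif plus C-terminally eYFP-tagged A3F were seeded, incubated overnight at 37 deg C, dosed with compound, incubated overnight again at 37 deg C. Yellow fluorescence (Ex 488/Em 500-530) reported blocked Vif-mediated A3F-eYFP degradation.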
D1 antag = blocks dopamine activation of the human D1 receptor | HEK293 TREx D1 cells, calcium flux, dopamine EC80; active compounds read low | activity change, negative = inhibition, % at 10 µM | hit rate 3.2% among 360,000; in the data active means activity change below about -30%; further: on the % scale 0 is the no-effect control and ±100 the full control effect
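Tetracycline-induced HEK293 Trex D1 cells, force-coupled to calcium, dye-loaded; compounds added and read 180 s, then EC80 dopamine added and calcium flux tracked kinetically another 180 s.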
LDHA inh = inhibitors of human lactate dehydrogenase A | P00338 | purified LDHA, NADH/diaphorase-resazurin fluorescence; active compounds read low | activity change, % (values are at about 110 or 230 µM) | hit rate 0.15% among 480,000; in the data active means activity change below about -30%; inconclusive means mostly about -25% to -30%;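 further: plate controls were DMSO wells for no effect and wells without enzyme for full effect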
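LDH5 2 nM; NADH 0.06 mM, pyruvate 0.2 mM; 200 mM Tris pH 7.4, EDTA, Tween-20; 5 min RT. Detection: diaphorase 0.133 mg/mL + resazurin 37 µM, fluorescence ex540/em590 at 0 and 20 min; normalized to enzyme-free and DMSO wells.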
D1 potentiator = human D1 dopamine receptor positive modulation | HEK293 TREx D1 cells, calcium flux, dopamine EC20 potentiation | potentiation, % at 10 µM | hit rate 0.036% among 360,000 | AID 504651; in the data active means potentiation above about 30%; further: 0% is about no effect
D1 ag = human D1 receptor agonism; HEK293 T-REx D1 cells, calcium flux, agonist mode; activation, % at 2 µM; hit rate 1% among 360,000; in the data active means activation above about 30%; further: 0% is about no effect
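Agonism was scored from calcium flux recorded over 180 s (1 read/s) after pintool compound addition, following a 10-cycle baseline. Cells were inducible force-coupled HEK293 TREx D1, plated overnight at 30 C and loaded with no-wash calcium dye.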
GRP78 ERSR act = ER stress response induction in glioma; U87-MG GRP78 promoter luciferase reporter, 16 h; Potency, µM, for inactives: at the top dose activation, hits mostly activators; hit rate 0.02% among 420,000; AID 602332; further: potency means the concentration at half of the fitted maximal effect; series mostly up to about 76 µM; % of control where 0% means no effect; nearly all actives have a fitted effect of over 35% in size
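Stably transfected U87-MG glioma cells carrying a GRP78-based luciferase sensor; 16 h compound incubation. Luminescence end-point read 10 min after Bright-Glo addition at room temperature.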
RXFP1 ag = activates the human relaxin receptor RXFP1 | hit rate 0.3% among 370,000 | AID 2676 | HEK293T-RXFP1 cAMP TR-FRET, 30 min; response scale: percent of porcine relaxin response, buffer zero | Potency, µM (top dose mostly 57.5 µM), inactives show at the highest dose activation, actives largely listed as activators | Q9HBX9; further: potency means the concentration at half of the fitted maximal effect; on the % scale 0 is the no-effect control and ±100 the full control effect; nearly all actives have a fitted effect of over 60% in size; many of its hits are not listed in these tables
Target sequence (Q9HBX9 whole entry, looked up): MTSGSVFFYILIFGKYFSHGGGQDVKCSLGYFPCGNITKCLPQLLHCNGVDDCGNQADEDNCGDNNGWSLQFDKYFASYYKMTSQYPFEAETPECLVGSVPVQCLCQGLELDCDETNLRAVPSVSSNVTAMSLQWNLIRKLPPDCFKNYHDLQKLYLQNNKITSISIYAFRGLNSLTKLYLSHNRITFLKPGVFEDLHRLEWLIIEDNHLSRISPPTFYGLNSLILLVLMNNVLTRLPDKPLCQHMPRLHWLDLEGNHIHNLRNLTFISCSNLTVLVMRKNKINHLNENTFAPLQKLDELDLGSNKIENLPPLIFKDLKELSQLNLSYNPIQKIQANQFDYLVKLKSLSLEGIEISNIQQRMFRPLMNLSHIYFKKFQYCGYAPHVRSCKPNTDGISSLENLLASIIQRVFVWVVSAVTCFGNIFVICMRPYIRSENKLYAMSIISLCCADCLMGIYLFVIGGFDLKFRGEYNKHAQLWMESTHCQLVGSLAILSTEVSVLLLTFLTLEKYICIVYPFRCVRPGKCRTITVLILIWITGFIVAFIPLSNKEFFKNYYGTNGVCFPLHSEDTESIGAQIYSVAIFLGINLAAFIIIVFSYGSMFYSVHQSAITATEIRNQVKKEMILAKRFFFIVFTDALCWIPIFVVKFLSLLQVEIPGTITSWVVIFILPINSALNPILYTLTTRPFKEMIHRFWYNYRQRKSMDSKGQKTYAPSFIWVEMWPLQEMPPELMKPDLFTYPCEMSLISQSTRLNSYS
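HEK293 cells stably expressing RXFP1, treated 30 min at 37C with compounds plus PDE4 inhibitor Ro 20174; cAMP measured by HTRF TR-FRET. Normalized to buffer and 29 nM porcine relaxin; EC50 by Hill fit.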
* hit, by the source's call; & = joins results of further samples. Unless noted, the call rests on the fitted dose curve; in most records, active means well fitted curve in the direction sought with a large enough effect; inconclusive means small, poorly fitted or top-dose-only effect, or another doubt; inactive means no such curve, though single readings can be large; an effect the other way counts as inactive or inconclusive. These rows are one share of the data, so the mix of outcomes need not match the whole.

Screening CN1CCN(Cc2ccc(Sc3ccc(Cl)cc3)c([N+](=O)[O-])c2)CC1 returned Vif-A3G inh 0%, D2 PAM 25, Vif-APOBEC3F blk -13%, D1 antag -22, LDHA inh -4, D1 potentiator 0, D1 ag 79*, GRP78 ERSR act -1% and RXFP1 ag -3.4%.
`COc1ccc(-c2noc(CCCC(=O)Nc3ccc(C(N)=O)cc3)n2)cc1` gave Vif-A3G inh -3%, D2 PAM 4, Vif-APOBEC3F blk 0%, D1 antag -7, LDHA inh -9, D1 potentiator -2, D1 ag 4, GRP78 ERSR act -8% and RXFP1 ag 3.9%.
Screening CCCCCC(=O)Nc1cccc(C2=NOC3(C2)C[C@H](C(N)=O)N(C(=O)c2ccccc2)C3)c1 (some centres not stated) returned Vif-A3G inh 2%, Vif-APOBEC3F blk -1%, D1 antag -20, LDHA inh 1, D1 potentiator -6, D1 ag 3, GRP78 ERSR act -4% and RXFP1 ag -0.1%.
COC(=O)c1cc(/C=C/c2ccccc2)[nH]n1 was read as Vif-A3G inh -4%, D2 PAM 1, Vif-APOBEC3F blk -1%, D1 antag 7, LDHA inh -8, D1 potentiator 10, D1 ag 5, GRP78 ERSR act 4% and RXFP1 ag 1.1%.
For N#CC1=C(Nc2ccccc2)SC=C(c2ccc(F)cc2)N=C1N1CCOCC1 the results were D2 PAM -1, D1 antag 13, D1 potentiator 12, D1 ag 1 and RXFP1 ag 0.5%.
Screening Cn1c(=O)cc(OCC(=O)N2CCN(c3ccccc3)CC2)c2ccccc21 returned Vif-A3G inh 2%, D2 PAM 1, Vif-APOBEC3F blk 0%, D1 antag -5, LDHA inh -12, D1 potentiator -1, D1 ag 14, GRP78 ERSR act -2% and RXFP1 ag -3.4%.
COC(=O)Cc1cc(=O)[nH]c(Nc2nc3ccccc3o2)n1 was read as Vif-A3G inh 0%, D2 PAM -3, Vif-APOBEC3F blk -3%, D1 antag -2, LDHA inh -7, D1 potentiator 3, D1 ag -2, GRP78 ERSR act 6% and RXFP1 ag 1.2%.
`COc1cccc(C2C3=C(CCCC3=O)Nc3nc(-c4cc(OC)c(OC)c(OC)c4)nn32)c1` (configuration not stated) gave Vif-A3G inh 0%, D2 PAM -11, Vif-APOBEC3F blk 8%, D1 antag -10, LDHA inh 2, D1 potentiator -3, D1 ag 3, GRP78 ERSR act -2% and RXFP1 ag 1.9%.
Cc1cc[n+]2c3c(cccc13)CCC2 was read as Vif-A3G inh 1%, Vif-APOBEC3F blk -6%, LDHA inh 7, D1 potentiator 0, D1 ag 0, GRP78 ERSR act 1% and RXFP1 ag 3.6%.
Screening CNC(=S)N(Cc1cc2cc(C)cc(C)c2[nH]c1=O)C1CCCC1 returned Vif-A3G inh -6%, Vif-APOBEC3F blk -4%, D1 antag 16, LDHA inh -2, D1 potentiator -1, D1 ag 1, GRP78 ERSR act 0% and RXFP1 ag -0.1%.

Next part; the last 3 above are carried over.
`COc1cccc(C2C3=C(CCCC3=O)Nc3nc(-c4cc(OC)c(OC)c(OC)c4)nn32)c1` (configuration not stated) gave Vif-A3G inh 0%, D2 PAM -11, Vif-APOBEC3F blk 8%, D1 antag -10, LDHA inh 2, D1 potentiator -3, D1 ag 3, GRP78 ERSR act -2% and RXFP1 ag 1.9%.
Cc1cc[n+]2c3c(cccc13)CCC2 was read as Vif-A3G inh 1%, Vif-APOBEC3F blk -6%, LDHA inh 7, D1 potentiator 0, D1 ag 0, GRP78 ERSR act 1% and RXFP1 ag 3.6%.
Screening CNC(=S)N(Cc1cc2cc(C)cc(C)c2[nH]c1=O)C1CCCC1 returned Vif-A3G inh -6%, Vif-APOBEC3F blk -4%, D1 antag 16, LDHA inh -2, D1 potentiator -1, D1 ag 1, GRP78 ERSR act 0% and RXFP1 ag -0.1%.
O=C(Nc1ccc(S(=O)(=O)Nc2ccccn2)cc1)c1ccc(Cl)cc1Cl was read as Vif-A3G inh 5%, D2 PAM 10, Vif-APOBEC3F blk 1%, D1 antag 9, LDHA inh -2, D1 potentiator 0, D1 ag 0, GRP78 ERSR act -4% and RXFP1 ag 1.1%.
COc1ccc(N2CCN(CC(=O)NC(=O)NCc3ccco3)CC2)cc1 was read as Vif-A3G inh 1%, D2 PAM -4, Vif-APOBEC3F blk -15%, D1 antag -8, LDHA inh 3, D1 potentiator 3, D1 ag 0, GRP78 ERSR act 0% and RXFP1 ag -0.2%.
O=C(CSc1nc(-c2cccs2)cc(C(F)(F)F)n1)Nc1cc(OCC(F)(F)C(F)F)cc([N+](=O)[O-])c1 was read as Vif-A3G inh -3%, D2 PAM -1, Vif-APOBEC3F blk -2%, D1 antag -3, LDHA inh -3, D1 potentiator -1, D1 ag 2, GRP78 ERSR act -5% and RXFP1 ag 3.9%.
COc1ccc(S(=O)(=O)N2CCCCC2)cc1NC(=O)C1CC1(Cl)Cl (configuration not stated) was read as Vif-A3G inh 5%, Vif-APOBEC3F blk 2%, LDHA inh -2 and GRP78 ERSR act -4%.
For COCCCNC(=O)c1ccc2c3c(onc13)-c1ccccc1C2=O the results were Vif-A3G inh 6%, D2 PAM 19, Vif-APOBEC3F blk -1%, D1 antag 18, LDHA inh 30, D1 potentiator 0, D1 ag 3, GRP78 ERSR act -10% and RXFP1 ag -1.3%.
O=C(C1CCC1)N1CCc2cc(S(=O)(=O)NCCc3ccccc3)ccc21 was read as Vif-A3G inh 0%, D2 PAM 9, Vif-APOBEC3F blk -9%, D1 antag -14, LDHA inh -5, D1 potentiator 1, D1 ag 12, GRP78 ERSR act -2% and RXFP1 ag 1.6%.
CC1CN(c2ccc(NC(=O)c3ccco3)cc2C(=O)O)CC(C)O1 (configuration not stated) was read as Vif-A3G inh 1%, D2 PAM 3, Vif-APOBEC3F blk -3%, D1 antag -25, LDHA inh -6, D1 potentiator -7, D1 ag 2, GRP78 ERSR act -3% and RXFP1 ag 2.2%.
For CCCCn1c(CCC)nc([N+](=O)[O-])c1Sc1ccc(Cl)cn1 the results were Vif-A3G inh -17%, D2 PAM -12, Vif-APOBEC3F blk -5%, D1 antag -6, LDHA inh 2, D1 potentiator -10, D1 ag 2, GRP78 ERSR act -1% and RXFP1 ag -3.5%.
`CCOC(=O)CNC(=O)CSc1cc(C)nc2ccc(OC)cc12` gave Vif-A3G inh 2%, D2 PAM 12, Vif-APOBEC3F blk 10%, D1 antag 21, LDHA inh 1, D1 potentiator 0, D1 ag 0, GRP78 ERSR act -5% and RXFP1 ag 1.9%.
For CCN(CC)C(=O)CN(c1ccc(Cl)cc1)S(=O)(=O)c1ccccc1 the results were Vif-A3G inh -8%, D2 PAM 8, Vif-APOBEC3F blk 6%, D1 antag 3, LDHA inh -1, D1 potentiator 6, D1 ag 9, GRP78 ERSR act -3% and RXFP1 ag 0.2%.
For O=C(O)c1ccccc1C(=O)c1ccc2oc(=O)[nH]c2c1 the results were Vif-A3G inh 3%, Vif-APOBEC3F blk 5%, LDHA inh 23 and GRP78 ERSR act 0%.
For O=C(NCC(=O)N(Cc1ccccc1)C(C(=O)NC1CCCC1)c1ccco1)c1ccco1 (configuration not stated) the results were Vif-A3G inh 3%, D2 PAM 25, Vif-APOBEC3F blk -3%, D1 antag -3, LDHA inh -4, D1 potentiator -2, D1 ag 2, GRP78 ERSR act -4% and RXFP1 ag 1.6%.
Screening COC(=O)C(OC(=O)c1ccc(OC)cc1)C(=O)OC returned Vif-A3G inh 1%, D2 PAM -3, Vif-APOBEC3F blk 6%, D1 antag -19, LDHA inh -10, D1 potentiator -5, D1 ag 0, GRP78 ERSR act -4% and RXFP1 ag -1.8%.
`CCCn1c(SCC(N)=O)nc2c(c1=O)C1(CCCC1)Cc1ccccc1-2` gave Vif-A3G inh 1%, Vif-APOBEC3F blk -15%, D1 antag 22, LDHA inh -3, D1 potentiator -5, D1 ag 0, GRP78 ERSR act 0% and RXFP1 ag 3.3%.
Screening O=P(COCCOCCOCP(=O)(c1ccccc1)c1ccccc1)(c1ccccc1)c1ccccc1 returned Vif-A3G inh -12%, D2 PAM 9, Vif-APOBEC3F blk 10%, D1 antag 8, LDHA inh -3, D1 potentiator 5, D1 ag 3, GRP78 ERSR act -2% and RXFP1 ag 0.4%.
`CS(=O)(=O)N(CC(=O)Nc1ccc2c(c1)OCO2)c1ccc2c(c1)OCO2` gave Vif-A3G inh -3%, D2 PAM -6, Vif-APOBEC3F blk -4%, D1 antag -12, LDHA inh 7, D1 potentiator 3, D1 ag 3, GRP78 ERSR act -5% and RXFP1 ag -0.1%.
For O=C1NCCN(CC2CCN(CC3CCCC3)CC2)C1=O the results were Vif-A3G inh 1%, Vif-APOBEC3F blk 6%, LDHA inh -9 and GRP78 ERSR act -3%.
CCOc1ccc(NC(=O)COC(=O)c2c[nH]c3ccccc23)cc1 was read as Vif-A3G inh 2%, Vif-APOBEC3F blk -14%, LDHA inh -5 and GRP78 ERSR act -2%.
CCN(CC)c1nn2c(=O)c(C(=O)NCc3ccccc3Br)cnc2s1 was read as Vif-A3G inh 5%, D2 PAM -9, Vif-APOBEC3F blk 2%, D1 antag -20, LDHA inh 1, D1 potentiator -1, D1 ag 0, GRP78 ERSR act -3% and RXFP1 ag 1.9%.
`Cc1ccc(NC(=O)c2cc(-c3ccc4c(c3)OCO4)on2)cc1` gave Vif-A3G inh 7%&7%, D2 PAM -8&-9, Vif-APOBEC3F blk -2%&-5%, D1 antag -10&0, LDHA inh -7&-11, D1 potentiator -7&0, D1 ag 2&2, GRP78 ERSR act -4%&-4% and RXFP1 ag inconclusive.
Screening Cc1cc(C)cc(NS(=O)(=O)c2ccc(F)cc2)c1 returned Vif-A3G inh -1%, D2 PAM 5, Vif-APOBEC3F blk 4%, D1 antag -21, LDHA inh -8, D1 potentiator -14, D1 ag 1, GRP78 ERSR act -1% and RXFP1 ag 0.7%.
O=C(Nc1ccccc1F)c1ccco1 was read as Vif-A3G inh -5%, Vif-APOBEC3F blk -2%, D1 antag 0, LDHA inh -7, D1 potentiator 4, D1 ag 0, GRP78 ERSR act 2% and RXFP1 ag 0.4%.
